Screens deposited in PubChem BioAssay by National Center for Advancing Translational Sciences (NCATS).
Tau fluor counter: counter-screen for tau fibril formation inhibitors | Potency, µM (titrated, usually from 57.7 µM), for inactives: at the top dose activity change, negative = decrease | hit rate 0.93% among 280,000 | tau K18 P301L Alexa594 fluorescence, heparin fibrillization; further: on the % scale 0 is the no-effect control and ±100 the full control effect; nearly all actives have a fitted effect of over 55% in size
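Human tau K18 P301L (15 uM unlabeled, 0.24 uM Alexa 594-labeled) in 100 mM sodium acetate pH 7 with 20 uM heparin, 6 hr at 37 C. ThT 30 uM added, 1 hr ambient; Alexa 594 FP and total fluorescence read at 555/632 nm.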
ALDH1A1 inh: blocks purified human ALDH1A1 activity. P00352. Purified ALDH1A1, NADH fluorescence, propionaldehyde substrate. Potency, µM (doses to about 75.3 µM), inactives show at the highest dose activity, negative = inhibition, hits mostly inhibitors. hit rate 7.3% among 220,000; active means well fitted inhibition curve with a large enough effect, not every such curve was filed as active; inconclusive means small, poorly fitted or top-dose-only effect, or another doubt; inactive means no such curve, though single readings can be large or run the other way;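 further: plate controls were no enzyme wells and a reference inhibitor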
Epigenetic derep: derepresses silenced GFP reporter in murine cells; Potency, µM (top dose mostly 53.9 µM), inactives show at the highest dose GFP activation, most hits filed as activators; hit rate 0.2% among 280,000; murine LDR cells, GFP reporter derepression, 30 h; AID 1865; further: % of control where 0% means no effect; nearly all actives have a fitted effect of over 60% in size
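Reporter derepression read as number of fluorescent GFP-positive objects, 20-120 um in size, counted by laser-scanning cytometer. Mouse LDR line with an epigenetically silenced CMV-GFP locus; compound incubation 30 h, 37 C.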
GAA spleen mod: inhibits or activates alpha-glucosidase in human spleen homogenate; AID 2112; hit rate 0.006% among 240,000; human spleen homogenate, 4-MU-alpha-glucoside fluorescence; Potency, µM (highest dose often 79.9 µM), for inactives: at the top dose activity change, negative = inhibition, hits mostly inhibitors; P10253;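 further: 0% = enzyme with vehicle and -100% = no enzyme basal signal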
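AC50 values come from Hill-equation fits of concentration-response data, normalized to no-enzyme and full-activity controls. Enzyme source: 1 ug human spleen homogenate; 1 mM fluorogenic 4-MU glucoside, pH 5.0 citrate buffer, 37 C, 40 min.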
GAA glycogen: GAA glycogen-cleavage inhibition or activation | P10253 | recombinant GAA, glycogen substrate, Amplex Red glucose oxidase fluorescence | Potency, µM (top dose mostly 76.4 µM), inactives show at the top dose activity change, negative = inhibition, hits mostly inhibitors | hit rate 0.38% among 300,000;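 further: 0% = full enzyme reaction and -100% = no-enzyme basal signal; the screen sought inhibitors and activators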
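Recombinant human alpha-glucosidase (4 nM final) hydrolysed bovine liver glycogen (30 ug) for 40 min at 37 C in pH 5.0 citrate/phosphate with 0.01% Tween-20. Released glucose detected by glucose oxidase/Amplex Red, Ex 573/Em 610 nm. Compounds up to 77 uM; AC50 from Hill fits.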
GAA inhib: alpha-glucosidase (human) inhibition. hit rate 0.005% among 200,000. P10253. purified human GAA, 4-MU-alpha-glucoside fluorescence. AID 1466. Potency, µM (highest dose often 76.9 µM), inactives show top-dose activity change, negative = inhibition, actives largely listed as inhibitors;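 further: plate controls were uninhibited enzyme wells for no effect and no-enzyme background for full effect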
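Activity normalized between no-enzyme (basal) and enzyme-only wells. Conditions: 4 nM human enzyme, 400 uM fluorogenic substrate, citrate/phosphate pH 5.0 with Tween-20, 20 min room temperature, compounds up to 77 uM.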
NPSR antag: neuropeptide S receptor (human) antagonism, cAMP | CHO-NPSR cells, cAMP TR-FRET, antagonist mode | Potency, µM (top dose mostly 38.3 µM), inactives show at the highest dose activity change, negative = inhibition, usual class: inhibitors | hit rate 1% among 220,000 | AID 1461; further: on the % scale 0 is the no-effect control and ±100 the full control effect; nearly all actives have a fitted effect of over 50% in size; many of its hits are not listed in these tables
Target sequence (Q6W5P4 whole entry, looked up): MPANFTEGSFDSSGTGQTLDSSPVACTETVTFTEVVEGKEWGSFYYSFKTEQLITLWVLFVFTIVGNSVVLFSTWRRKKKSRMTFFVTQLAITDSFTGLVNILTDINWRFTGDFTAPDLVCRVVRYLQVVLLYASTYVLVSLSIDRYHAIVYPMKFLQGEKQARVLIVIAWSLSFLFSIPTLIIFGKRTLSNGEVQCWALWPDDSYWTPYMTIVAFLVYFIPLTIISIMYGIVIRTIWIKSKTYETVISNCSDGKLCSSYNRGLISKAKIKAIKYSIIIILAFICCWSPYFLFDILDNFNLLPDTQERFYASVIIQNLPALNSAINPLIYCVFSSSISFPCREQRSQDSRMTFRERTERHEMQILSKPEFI
aGal spleen mod: inhibitors or activators of human alpha-galactosidase in spleen homogenate; P06280; human spleen homogenate, 4MU-alpha-Gal fluorescence, 40 min; Potency, µM (top dose mostly 80 µM), for the others: top-dose activity change, negative = inhibition, hits mostly inhibitors; hit rate 0.008% among 240,000;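 further: 0% = enzyme with vehicle and -100% = no enzyme basal signal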
Target sequence (P06280 32-429 limits assumed): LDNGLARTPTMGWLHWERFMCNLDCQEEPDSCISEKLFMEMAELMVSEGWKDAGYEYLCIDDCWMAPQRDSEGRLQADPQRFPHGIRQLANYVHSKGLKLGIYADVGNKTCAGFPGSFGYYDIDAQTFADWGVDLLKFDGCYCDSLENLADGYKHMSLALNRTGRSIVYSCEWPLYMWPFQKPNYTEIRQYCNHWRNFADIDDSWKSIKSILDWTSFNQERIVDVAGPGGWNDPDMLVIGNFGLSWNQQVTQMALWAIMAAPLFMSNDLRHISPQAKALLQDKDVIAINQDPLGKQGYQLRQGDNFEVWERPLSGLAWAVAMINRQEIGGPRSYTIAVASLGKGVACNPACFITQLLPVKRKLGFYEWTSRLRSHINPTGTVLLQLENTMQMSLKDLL
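Fluorogenic readout (Ex 365/Em 440 nm) of 4-methylumbelliferone released from 1 mM 4-MU-alpha-galactoside by spleen homogenate, 40 min at 37C, pH 5.0. Data normalized to no-enzyme and enzyme controls; Hill-equation AC50 from compound titrations.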
* marks the source's active call; other numbers are inactive results; ? = inconclusive; nt = not tested or not shown; [ ] = another dose, or the depositor's remark. Unless noted, the call rests on the fitted dose curve; in most records, active means well fitted curve in the direction sought with a large enough effect; inconclusive means small, poorly fitted or top-dose-only effect, or another doubt; inactive means no such curve, though single readings can be large; an effect the other way counts as inactive or inconclusive. Potency means the concentration at half of the fitted maximal effect.

Sample of the layout, two compounds:
SMILES	Tau fluor counter	ALDH1A1 inh	Epigenetic derep	GAA spleen mod	GAA glycogen	GAA inhib	NPSR antag	aGal spleen mod
COc1ccc2c(Cn3cnc4cc([N+](=O)[O-])ccc4c3=O)cc(=O)oc2c1	?	nt	1.1%	-6%	1%	nt	12%[7.67 µM]	-2%
COc1ccc(C(=O)NCC(c2cccnc2)N2CCN(c3ccccc3)CC2)cc1OC (configuration not stated)	-4%	-3%	-1.0%	5%	-7%	3%	-5%[46.1 µM]	4%

Main list, from the start:
SMILES	Tau fluor counter	ALDH1A1 inh	Epigenetic derep	GAA spleen mod	GAA glycogen	GAA inhib	NPSR antag	aGal spleen mod
COc1ccc2c(Cn3cnc4cc([N+](=O)[O-])ccc4c3=O)cc(=O)oc2c1	?	nt	1.1%	-6%	1%	nt	12%[7.67 µM]	-2%
COc1ccc(C(=O)NCC(c2cccnc2)N2CCN(c3ccccc3)CC2)cc1OC (configuration not stated)	-4%	-3%	-1.0%	5%	-7%	3%	-5%[46.1 µM]	4%
COc1ccc(Cc2nn3c(-c4ccccc4Br)nnc3s2)cc1	-5%	?	-1.1%	-3%	6%	-7%	?	11%
O=C(O)c1ccc2c(c1)ncn2C1CCCC1	1%	1%	-6.2%	2%	-6%	-28%	0%	-7%
CCNc1nc(NC(C)C)nc(OCCOC(=O)c2ccccc2)n1	-5%	6%	-0.8%	2%	1%	-1%	-12%[46.1 µM]	9%
CNc1nc(N/N=C/c2cc3c(cc2[N+](=O)[O-])OCO3)nc(Nc2ccccc2)n1	-30%	3%	?	-5%	-9%	-11%	-15%	-5%
COc1ccc(-c2n[nH]c(C)c2-c2ccc(Cl)cc2)c(O)c1	20µM*[quencher]	-7%	0.4%	-10%	-10%	-1%	?	6%
COc1ccc(/C=N\Nc2ccccc2[N+](=O)[O-])c(C(=O)O)c1OC	-17%	-11%	1.6%	3%	-28%	-1%[15.4 µM]	30%	-3%
COc1ccc(NC(=O)COC(=O)/C=C/c2ccccc2[N+](=O)[O-])cc1	-18%	4%	-3.0%	9%	-3%	-3%	18%	5%
Cc1ccc(CS(=O)(=O)Cc2ccc(C(=O)NCc3ccccn3)o2)cc1	-5%	-13%	-1.0%	-8%	4%	-3%	7%[46.1 µM]	-2%
Cc1cc2c(c(=O)n1CCN(C)C)C(c1ccc(Br)cc1)C(C#N)=C(N)O2 (configuration not stated)	-1%	-5%	0.0%	-5%	-5%	-6%	?	4%
Cc1ccc(C(=O)NC(=S)Nc2ccc3c(c2)OCCO3)c(C)c1	-29%	?	2.5%	-7%	0%	-2%	-25%[46.1 µM]	0%
COc1ccc(C(=O)NCc2cccs2)cc1S(=O)(=O)N1CCOCC1	13%	?	-4.2%	8%	25%	-11%	7%	6%
COC(=O)c1cc2ccsc2n1CC(=O)Nc1ccc(N(C)C)cc1	-25%	?	0.0%	-14%	17%	2%	-8%[46.1 µM]	1%
COC(=O)c1ccc(CNC(=O)COC(=O)Cc2ccsc2)cc1	-11%	2%	-0.8%[10.1 µM]	11%	-5%	8%	1%	5%
O=S(=O)(Nc1nc2ccccc2nc1N1CCN(c2ccccc2F)CC1)c1ccc(Cl)cc1	?	?	-3.1%	-11%	-1%	-7%	-2%[46.1 µM]	15%
CCOC(=O)N1CCN(C(=O)c2ccc(Cn3c(=S)[nH]c4cc5c(cc4c3=O)OCO5)cc2)CC1	-18%	-5%	-1.2%	6%	-13%	3%	?	8%
COC(=O)C1=C(COc2ccccc2)NC(=O)NC1c1ccc(Br)cc1 (configuration not stated)	-16%	-6%	?	1%	6%	2%	-20%	-4%
Clc1ccc(COc2ccccc2-c2ccnc3ncnn23)cc1	-1%	?	2.6%	2%	-19%	-2%	-26%	7%
COc1ccccc1C(=O)NCCn1cc(SCC(=O)Nc2cc(C)on2)c2ccccc21	4%	3%	3.0%	-6%	-5%	4%	?	5%
Cc1nc2ccc(NC(=O)COc3cccc(F)c3)cc2s1	-15%	-8%	-1.5%	-2%	11%	3%	-7%	0%
Cc1c(NC(=O)/C(C#N)=C/c2ccccc2)c(=O)n(-c2ccccc2)n1C	-3%	-12%	-1.8%	10%	-63%	-10%	11%	1%
CCc1cc2c(nc1CC)CCN(CC/C(C)=N/O[C@@H](C)CN1CCCCc3nc(C)c(C)cc31)C2	-10%[11.6 µM]	6%[13.5 µM]	0.0%[10.1 µM]	-5%[17.4 µM]	nt	nt	nt	-7%[17.5 µM]
COc1ccc(NC(=S)NC(=O)c2ccccc2Cl)cc1	-15%	13µM*	8.0%	14%	-16%	-3%	-3%	13%
C=CCN1C2CCCC1CC(NC(=S)Nc1ccc(Cl)cc1)C2 (configuration not stated)	0%	8%	-0.3%	6%	7%	4%	-8%	1%
S=c1[nH]c(-c2ccccc2)cn1/N=C/c1cccs1	-25%	?	?	-2%	-19%	-9%	?	-15%
O=C(NCc1cccnc1)C1CCCN(S(=O)(=O)c2ccc(Br)cc2)C1 (configuration not stated)	-7%	-4%	-0.7%	-2%	4%	0%	-23%[46.1 µM]	1%
CCOC(=O)N1CCN(C(=O)CCl)CC1	3%	0.56µM*	4.6%	0%	26%	1%	12%	-1%
CN(C)S(=O)(=O)c1cccc(NC(=S)NCc2ccco2)c1	-13%	32µM*	-2.5%	-3%	-10%	2%	2%	-4%
CC(=O)OC[C@@H]1O[C@H](CCO/N=C(\C)CCN2CCCCc3nc(C)c(C)cc32)C=C[C@@H]1OC(C)=O	-22%[11.6 µM]	-4%[13.5 µM]	0.8%[10.1 µM]	2%[17.4 µM]	nt	nt	nt	-9%[17.5 µM]
O=C(NCC1COc2ccccc2O1)c1ccco1 (configuration not stated)	-5%	-2%	0.0%	6%	3%	5%	0%[46.1 µM]	-1%
CC(C)NC(=O)Nc1ccc(Br)cc1Cl	-2%	4%	0.0%	3%	10%	nt	-3%	-1%
COc1ccc(CNC(=O)CN(Cc2ccccc2)C(=O)c2csnn2)cc1	-3%	?	?	0%	7%	3%	2%[46.1 µM]	0%
COc1ccc(N2CSC3=C(C#N)C(c4cccc(OC)c4OC)CC(=O)N3C2)cc1 (configuration not stated)	-25%	13µM*	0.0%	8%	16%	-4%	17%[46.1 µM]	11%
CCc1ccc(-c2cc(C(F)(F)F)n3nc(C(=O)Nc4cnn(Cc5ccc(C)cc5)c4)cc3n2)s1	-16%	-5%	?	2%	-3%	0%	-14%[46.1 µM]	6%
O=C1CN(C(=O)COc2ccccc2F)c2ccccc2N1	0%	18µM*	-0.9%	5%	-4%	0%	13%	9%
CC1(C)CC(=O)c2sc(NC(=O)CN3CCOCC3)nc2C1	-2%	20µM*	1.1%	-8%	5%	0%	-12%[46.1 µM]	6%
CS(=O)(=O)NCCSc1nnnn1-c1ccccc1	6%	-26%	-1.2%	-3%	-6%	-8%	4%[46.1 µM]	0%
CC1CC(=O)C2=C(C1)Nc1ccccc1SC2c1ccc(F)cc1 (configuration not stated)	?	6%	0.0%	-6%	-1%	-1%	-18%	5%
Cc1ccccc1CNC(=O)c1ccccc1NS(C)(=O)=O	-7%	?	1.1%	-3%	2%	12%	4%	-4%
CN(C(=O)c1ccccc1C(=O)OCC(=O)NCc1ccccc1)C1CCCCC1	6%	-6%	-0.3%	4%	0%	?	13%	4%
COc1ccc2c(C=O)cn(C)c2c1	-10%	2.2µM*	-3.9%	-6%	3%	4%	-18%	-6%
COc1ccc2c(c1)-c1c(ssc1=S)C(C)(C)N2S(=O)(=O)c1ccc(C)cc1	-26%	7%	1.0%	5%	-13%	?	-9%	3%
CCCC(C)NC(=O)CSc1nnc(-c2c[nH]c3ccccc23)o1 (configuration not stated)	-9%	-11%	-4.5%	-6%	0%	1%	2%	0%

Sorted by SMILES length (high to low): some entries from above
SMILES	Tau fluor counter	ALDH1A1 inh	Epigenetic derep	GAA spleen mod	GAA glycogen	GAA inhib	NPSR antag	aGal spleen mod
CC(=O)OC[C@@H]1O[C@H](CCO/N=C(\C)CCN2CCCCc3nc(C)c(C)cc32)C=C[C@@H]1OC(C)=O	-22%[11.6 µM]	-4%[13.5 µM]	0.8%[10.1 µM]	2%[17.4 µM]	nt	nt	nt	-9%[17.5 µM]
CCc1ccc(-c2cc(C(F)(F)F)n3nc(C(=O)Nc4cnn(Cc5ccc(C)cc5)c4)cc3n2)s1	-16%	-5%	?	2%	-3%	0%	-14%[46.1 µM]	6%
COc1ccc2c(c1)-c1c(ssc1=S)C(C)(C)N2S(=O)(=O)c1ccc(C)cc1	-26%	7%	1.0%	5%	-13%	?	-9%	3%
COc1ccc(N2CSC3=C(C#N)C(c4cccc(OC)c4OC)CC(=O)N3C2)cc1 (configuration not stated)	-25%	13µM*	0.0%	8%	16%	-4%	17%[46.1 µM]	11%
CN(C(=O)c1ccccc1C(=O)OCC(=O)NCc1ccccc1)C1CCCCC1	6%	-6%	-0.3%	4%	0%	?	13%	4%
COc1ccc(CNC(=O)CN(Cc2ccccc2)C(=O)c2csnn2)cc1	-3%	?	?	0%	7%	3%	2%[46.1 µM]	0%
CCCC(C)NC(=O)CSc1nnc(-c2c[nH]c3ccccc23)o1 (configuration not stated)	-9%	-11%	-4.5%	-6%	0%	1%	2%	0%
CC1CC(=O)C2=C(C1)Nc1ccccc1SC2c1ccc(F)cc1 (configuration not stated)	?	6%	0.0%	-6%	-1%	-1%	-18%	5%
CN(C)S(=O)(=O)c1cccc(NC(=S)NCc2ccco2)c1	-13%	32µM*	-2.5%	-3%	-10%	2%	2%	-4%
CC1(C)CC(=O)c2sc(NC(=O)CN3CCOCC3)nc2C1	-2%	20µM*	1.1%	-8%	5%	0%	-12%[46.1 µM]	6%
Cc1ccccc1CNC(=O)c1ccccc1NS(C)(=O)=O	-7%	?	1.1%	-3%	2%	12%	4%	-4%
O=C1CN(C(=O)COc2ccccc2F)c2ccccc2N1	0%	18µM*	-0.9%	5%	-4%	0%	13%	9%
CS(=O)(=O)NCCSc1nnnn1-c1ccccc1	6%	-26%	-1.2%	-3%	-6%	-8%	4%[46.1 µM]	0%
CCOC(=O)N1CCN(C(=O)CCl)CC1	3%	0.56µM*	4.6%	0%	26%	1%	12%	-1%

Not all compounds are listed, so the mix of outcomes need not match the whole.
